MOR-DOR inv ag – mu-delta opioid heterodimer inverse agonism; P35372+P41143; cell-based MOR-DOR heterodimer luminescence; inhibition, % at 9.3 µM; actives 0.21% (n = 340,000); AID 504357; in the data active = inhibition above about 22%, passing the limit was not always enough;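 also: 0% = cells with DMSO and 100% = wells without cells with DMSO; values of inactives mirror those of a sister screen read the other way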
PKA-R1A activ – activates the PKA-R1A holoenzyme complex; AID 504707; activation, % at 11.4 µM; actives 0.083% (n = 340,000); PKA-R1A dissociation, Cy5-IP20 fluorescence polarization; scaled: DMSO 0%, 113 µM cGMP 100%; P00514+P68181;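 active = percent activation above the mean of all tested compounds plus 3 SD, cut at about 19% in these data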;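 also: higher means more PKAc released from R1A so a rise in polarization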
HTR5A inv ag – inverse agonist of human HTR5A in OPRM1-OPRD1 counter-screen | HTR5A cell line, luminescence, inverse agonism | actives 0.083% (n = 340,000) | AID 504634 | P47898 | inhibition, % at 9.3 µM; in the data active = inhibition mostly above about 23%, no sharp cut-off; inactive = mostly below about 18%;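 also: 0% = cells with DMSO and 100% = no-cell wells with DMSO; some compounds called inactive have numbers as strong as hits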
Target sequence (P47898 whole entry, looked up): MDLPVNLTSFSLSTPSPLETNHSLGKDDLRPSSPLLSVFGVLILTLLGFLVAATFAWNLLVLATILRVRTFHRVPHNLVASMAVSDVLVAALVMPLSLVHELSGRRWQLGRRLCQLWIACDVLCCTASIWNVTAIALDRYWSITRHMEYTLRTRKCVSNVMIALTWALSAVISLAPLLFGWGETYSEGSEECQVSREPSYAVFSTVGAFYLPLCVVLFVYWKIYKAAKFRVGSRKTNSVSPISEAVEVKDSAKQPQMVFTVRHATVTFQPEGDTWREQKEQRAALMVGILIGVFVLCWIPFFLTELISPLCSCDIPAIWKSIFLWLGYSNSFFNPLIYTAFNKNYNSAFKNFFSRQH
PKA-R2B activ – activates the human PKA-R2B holoenzyme complex. P22694+P31323. PKA-R2B holoenzyme dissociation, Cy5-IP20 fluorescence polarization; R2B truncated from residue 108, S112A mutant; 0% DMSO only, 100% 113 µM cGMP. activation, % at 11.4 µM. actives 0.079% (n = 340,000). AID 504700;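 active = activation above a cutoff set at the mean over all compounds plus 3 SD, cut at about 18% in these data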;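 also: higher means more holoenzyme dissociation and a rise in polarization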
Target sequence (P31323 whole entry, looked up, other chains not shown, the tested form may be a part): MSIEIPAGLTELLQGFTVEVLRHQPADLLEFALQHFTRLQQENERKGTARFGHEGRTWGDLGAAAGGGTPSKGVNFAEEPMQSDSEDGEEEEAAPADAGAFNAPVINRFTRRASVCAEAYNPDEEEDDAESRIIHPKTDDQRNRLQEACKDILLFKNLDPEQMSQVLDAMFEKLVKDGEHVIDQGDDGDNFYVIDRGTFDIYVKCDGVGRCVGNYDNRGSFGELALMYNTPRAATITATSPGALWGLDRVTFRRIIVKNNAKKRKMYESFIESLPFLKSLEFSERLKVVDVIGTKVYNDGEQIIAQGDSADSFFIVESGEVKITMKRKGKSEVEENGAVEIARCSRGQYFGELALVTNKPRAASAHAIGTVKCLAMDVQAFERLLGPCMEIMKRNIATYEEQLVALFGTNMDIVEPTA
V-ATPase pH – regulators of yeast V-ATPase proton transport; S. cerevisiae, pHLuorin cytosolic pH fluorescence; response, % at 10 µM; actives 0.37% (n = 350,000); in the data active = response mostly above about 7.3%, no sharp cut-off; inactive = mostly below about 5.4%; also: actives read high; inactives centre near 0; some compounds called inactive have numbers as strong as hits; reference of the scale not given here
OPRM1-OPRD1 ag – OPRM1-OPRD1 heterodimerization agonism. AID 504326. activation, % at 9.3 µM. actives 0.3% (n = 340,000). P35372+P41143. cells, luminescence; in the data active = activation above about 18%;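 also: 0% = vehicle-treated cells and 100% = reference agonist; values of inactives mirror those of a sister screen read the other way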
DAGLB inh – diacylglycerol lipase beta (human) inhibition; Q8NCG7; HEK293T DAGLB membrane lysate, EnzChek fluorogenic substrate; inhibition, % at 5.17 µM; actives 0.059% (n = 340,000); AID 504411; in the data active = inhibition above about 34%;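 also: 0% = enzyme with vehicle and 100% = wells lacking enzyme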
HTR5A ag ctr – counter-screen for OPRM1-OPRD1 agonists: human HTR5A agonism; P47898; activation, % at 9.3 µM; HTR5A agonist assay, luminescence, cell-based; actives 0.61% (n = 340,000); in the data active = activation mostly above about 9.5%, no sharp cut-off; inactive = mostly below about 7.6%;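 also: 0% = cells with vehicle only and 100% = reference agonist; strong numbers were not always called active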
Arrestin-AP2 inh – blocks beta-arrestin peptide binding to AP2 adaptin; FITC-arrestin peptide / GST-AP2 beads, flow cytometry; AP2 beta2 appendage carries R879A mutation; inhibition, % at 10 µM; actives 0.31% (n = 340,000); AID 504490;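 active = inhibition above a set limit, near 3 SD of compounds lacking own fluorescence, cut at about 54% in these data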;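 also: plate controls were DMSO wells for no effect and 5 µM unlabelled arrestin peptide for full effect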
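test system = AP2 appendage R879A on GSH beads | buffer or medium = PBS plus Tween 20 (0.05%) and BSA (0.1%) | incubation = 12 min plus 1 h, RT | detection = bead flow cytometry, FITC channel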
DSG3 Ab inh – inhibitors of pemphigus antibody binding to human desmoglein-3 | AID 588358 | P32926 | binding (percent of control), % at 10 µM | actives 0.48% (n = 310,000) | DSG3-coupled beads, scFv-anti-DSG3-GFP binding, flow cytometry; stronger effect = lower value;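 active = binding more than 3 SD below its plate's average and above zero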;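 also: hits lower antibody fragment binding to DSG3; some compounds called inactive have numbers as strong as hits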
Numbers without * were called inactive; . = not tested or not shown.

SMILES	MOR-DOR inv ag	PKA-R1A activ	HTR5A inv ag	PKA-R2B activ	V-ATPase pH	OPRM1-OPRD1 ag	DAGLB inh	HTR5A ag ctr	Arrestin-AP2 inh	DSG3 Ab inh
O=c1cc(O)c2c(=O)n(-c3ccccc3)c3c(c2o1)CCCCC3	10	-11	10	-3	0	-1.8	8	1	-3	125
CCNc1nc2nonc2nc1NCC	15	-1	6	-6	2	-3.6	-1	2	-9	.
CCCCCCCc1ccc(-c2ccc(O)cc2)nc1	-3	8	4	-11	5	0.6	-3	-2	28	101
CCc1ccc(-c2cc(C)no2)cc1S(=O)(=O)N1CCN(c2cc(C)ccc2C)CC1	7	-3	0	-4	-1	-1.3	-13	4	22	.
Cc1cc(C(=O)CCl)c(C)n1-c1cccc([N+](=O)[O-])c1	-6	-9	1	4	-2	1.2	2	16	62*	104
CC(C(=O)OCC(=O)Nc1ccccc1OC(F)F)N1C(=O)C2CC=CCC2C1=O (stereo not drawn)	.	-2	.	-4	2	.	-1	.	.	103
Cc1cccc(-n2cnc3cc(C(=O)N4CCCCC4)ccc32)c1	14	-2	-10	-9	3	-2.5	-1	-3	3	101
FC(F)(F)c1cc(-c2ccccc2)nc(-n2cncn2)n1	1	-3	14	-4	0	-0.2	-3	-1	-1	105
Cc1c(NC(=O)/C(C#N)=C/c2c(N3CCCCC3)nc3ccccn3c2=O)c(=O)n(-c2ccccc2)n1C	5	1	-23	10	-3	-1.0	-3	0	6	114
O=C(Nc1ccccc1)c1ccccc1OS(=O)(=O)c1ccccc1	12	-3	-14	9	10	-2.3	-3	5	16	103
Cc1cc(NC(=O)CSCC(=O)N2CCN(c3cccc(C)c3C)CC2)no1	10	-8	-26	2	1	-2.6	-2	6	20	103
COc1ccc(OC)c(NS(=O)(=O)c2ccc(NC(=O)c3ccc(NS(C)(=O)=O)cc3)cc2)c1	4	-6	-11	0	0	-0.6	0	4	7	92
COc1cc(C(C(=O)NC2CCCCC2)N(C(=O)Cc2c[nH]c3ccccc23)c2ccccc2C)cc(OC)c1OC (stereo not drawn)	-10	1	15	-10	1	2.3	0	-1	-11	104
CC(C)S(=O)(=O)c1csc(C(=O)Nc2ccc(F)cc2)c1N	11	4	-7	-5	-1	-2.3	-1	-1	-8	.
CN(C)S(=O)(=O)c1cc(NC(=O)CN2CCN(c3ccccc3O)CC2)ccc1Cl	5	-8	9	-2	0	-0.9	-2	-3	42	107
O=C(O)c1c(Cl)c(Cl)c(Cl)c(Cl)c1C(=O)N1CCOCC1	18	-8	-41	-11	-1	-3.7	1	17	-39	99
Clc1cccc(Cl)c1-c1nnc2cccc(Cl)n12	14	-2	-5	-4	9	-2.5	-3	8	14	100
O=C(O)Cc1ccc(NC(=O)C2CCCCC2C(=O)O)cc1 (stereo not drawn)	-3	-7	-3	4	-4	0.4	-1	-3	28	.
COc1ccccc1C(=O)N/C(=C\c1cn(C)c2ccccc12)C(=O)NCCN1CCOCC1	.	-6	.	2	-1	.	-2	.	.	102
Nc1nc(-c2ccco2)nn1S(=O)(=O)c1ccccc1	7	-8	2	-4	1	-1.4	0	-1	-2	94

Part of the list above, limited to PKA-R2B activ, MOR-DOR inv ag and PKA-R1A activ.
| canonical_smiles | PKA-R2B activ | MOR-DOR inv ag | PKA-R1A activ |
| --- | --- | --- | --- |
| CC(C(=O)OCC(=O)Nc1ccccc1OC(F)F)N1C(=O)C2CC=CCC2C1=O (stereo not drawn) | -4 | . | -2 |
| Cc1cccc(-n2cnc3cc(C(=O)N4CCCCC4)ccc32)c1 | -9 | 14 | -2 |
| FC(F)(F)c1cc(-c2ccccc2)nc(-n2cncn2)n1 | -4 | 1 | -3 |

(further entries)
SMILES	MOR-DOR inv ag	PKA-R1A activ	HTR5A inv ag	PKA-R2B activ	V-ATPase pH	OPRM1-OPRD1 ag	DAGLB inh	HTR5A ag ctr	Arrestin-AP2 inh	DSG3 Ab inh
N=C1SC(c2ccccc2)C(=O)N1c1ncc(Cc2ccccc2)s1 (stereo not drawn)	14	-11	7	-6	3	-2.8	22	-3	11	100
Cc1ccc(S(=O)(=O)N(NC2=NS(=O)(=O)c3ccccc32)C(=O)c2ccccc2)cc1	-4	2	12	1	-4	0.7	1	-4	30	101
c1coc(-c2nc3nc4ccccc4nc3n2CC2CCCO2)c1 (stereo not drawn)	13	3	-9	-6	2	-2.4	-1	3	5	.
CN(C)C=NC(=O)/C(C#N)=C/c1ccccc1	16	-5	-6	12	-5	-3.4	-1	2	7	107
Cc1ccc(OCC(=O)Nc2ccccc2N2CCCC2)c(C)c1	-28	-3	3	0	6	5.4	-21	-1	-1	105
CCOC(=O)c1cc(-c2ccccc2)sc1NC(=O)COC(=O)c1cccc(S(N)(=O)=O)c1	-74	-9	1	-8	5	16	3	-2	15	84
Cc1ccc(NC(=O)COC(=O)Cn2cnc3c2c(=O)n(C)c(=O)n3C)c(Cl)c1	8	-4	2	3	0	-1.5	-2	-4	-32	111
Cc1cc(NC(=O)c2cccc(S(=O)(=O)N3CCOCC3)c2)no1	11	-2	3	8	-2	-1.8	1	-1	-4	102
CNC(=S)NNC(=O)Cn1ccc(C)n1	14	-11	15	0	5	-2.6	2	-4	4	95
O=C(COC(=O)Cc1ccc(Br)cc1)NC1CCCCCC1	22	5	-10	-1	3	-4.3	-6	4	-6	99
CCOC(=O)c1nn(-c2ccccc2)c(-c2ccccc2)c1C(=O)c1ccccc1	10	-2	10	-3	1	-1.7	-7	2	1	89
O=C(c1ccccc1)N1CCCCC(Sc2nnc3ccccn23)C1=O (stereo not drawn)	10	7	-13	-2	3	-1.8	-2	5	6	103
O=C(OCc1cn(Cc2ccccc2)nn1)c1ccccc1	6	2	1	-14	-2	-1.0	-1	0	12	106
COc1cc(CN(C)Cc2cc(=O)oc3cc(C)c(Cl)cc23)ccc1OC(F)F	-12	0	-6	-3	7	2.3	-11	-3	3	100
CO/N=C/NC(=O)N1OC[C@@H]2COc3ccc4ccccc4c3[C@@H]21	6	-22	19	3	-6	-1.0	-1	-7	10	172
CCN(CC)CCCNC(=O)C1c2ccccc2Oc2ccccc21	7	-8	-20	3	-2	-1.6	1	1	1	105
CN(CC(=O)Nc1ccccc1Cl)CC(=O)N1CCc2ccccc21	-10	1	2	11	2	2.6	-2	-1	10	.
COc1ccc(S(=O)(=O)NC2(C(F)(F)F)NC(=O)N(CCc3ccc(OC)c(OC)c3)C2=O)cc1 (stereo not drawn)	10	-1	0	0	1	-1.9	2	-1	-1	100
CC1(C)Cc2c(sc(NC(=O)C(C)(C)C)c2C#N)C(C)(C)N1	6	12	-13	6	-1	-1.0	1	0	3	124
CCCn1cc(CN2CCC(n3nccc3NC(=O)c3ccccc3)CC2)c(C)n1	-1	-7	6	6	2	0.2	-1	-3	7	104

6 entries out of the list above, arranged by the number in PKA-R1A activ, descending:
SMILES | PKA-R1A activ
O=C(COC(=O)Cc1ccc(Br)cc1)NC1CCCCCC1 | 5
COc1ccc(S(=O)(=O)NC2(C(F)(F)F)NC(=O)N(CCc3ccc(OC)c(OC)c3)C2=O)cc1 (stereo not drawn) | -1
Cc1ccc(OCC(=O)Nc2ccccc2N2CCCC2)c(C)c1 | -3
CN(C)C=NC(=O)/C(C#N)=C/c1ccccc1 | -5
CCOC(=O)c1cc(-c2ccccc2)sc1NC(=O)COC(=O)c1cccc(S(N)(=O)=O)c1 | -9
CNC(=S)NNC(=O)Cn1ccc(C)n1 | -11

Additional structures follow:
SMILES	MOR-DOR inv ag	PKA-R1A activ	HTR5A inv ag	PKA-R2B activ	V-ATPase pH	OPRM1-OPRD1 ag	DAGLB inh	HTR5A ag ctr	Arrestin-AP2 inh	DSG3 Ab inh
Cc1ccc(OCC(=O)N(Cc2ccc(N(C)C)cc2)C2CCS(=O)(=O)C2)cc1C (stereo not drawn)	15	-4	-4	-1	0	-3.1	-1	2	-2	.
O=C(Nc1ccc(SC(F)F)cc1)C1=CC=CN2CCS(=O)(=O)N=C12	16	7	-9	-5	0	-4.2	0	1	-1	104
COc1ccc(CN(C)C(=O)Cc2c[nH]c3ccccc23)cc1	-2	8	-13	3	-1	0.3	0	4	-16	100
CCOCCCNS(=O)(=O)c1ccccc1	-1	-10	-28	-12	-2	0.2	-1	-5	-3	95
Cc1ccc(-c2nnc(CCC(=O)N(C)Cc3nccs3)o2)s1	10	-11	-12	-2	1	-2.0	0	5	1	101
COc1ccc(-c2nn(-c3ccccc3)cc2CNC(C)Cn2cncn2)c(F)c1 (stereo not drawn)	3	-12	2	0	0	-0.6	1	-1	5	113
CSc1ncccc1C(=O)N1CCCC(N2CCN(c3ccccc3F)CC2)C1 (stereo not drawn)	11	0	7	-3	-1	-2.7	0	-3	24	111
COc1ccc(CCNC(=O)CCCn2c(=O)c3cccn3c3cccnc32)c(OC)c1	19	-15	-2	4	-4	-3.6	-4	1	28	103
CC(CN1CCCC1)OC(=O)c1ccc(F)cc1 (stereo not drawn)	5	-1	-5	9	0	-1.1	-1	1	54	105
O=C(Oc1cc2oc(=O)c3c(c2cc1Cl)CCCC3)c1ccco1	-2	-1	-4	-12	2	0.3	25	1	-6	.
O=C(NCc1ccco1)C1CCCN1C(=O)Nc1ccccc1 (stereo not drawn)	0	0	-19	-3	0	0.0	0	7	20	96
N#CC1(NC(=O)CN2C(=O)NC3(CCCCCC3)C2=O)CCCCC1	5	-3	12	3	2	-1.2	-1	-5	-3	.
Cc1nc2ccccc2c(=O)n1-c1ccc(NS(=O)(=O)c2ccc(F)cc2)cc1	9	7	3	9	0	-1.4	4	1	3	101
COc1cc(NC(=O)Cn2nc(-c3ccc(F)cc3)ccc2=O)ccc1-n1cnnn1	-3	-7	-9	1	0	0.5	0	-5	-16	97
COc1ccc(C(=O)n2cc(C(=O)c3cc(C)ccc3O)cn2)cc1OC	8	8	-13	2	1	-1.6	7	4	.	101
CC(OC(=O)CCc1cc(C(C)(C)C)c(O)c(C(C)(C)C)c1)C(=O)NC1CC1 (stereo not drawn)	-15	0	-20	9	-5	2.4	-3	7	-6	107
